Assay outcomes as filed in PubChem BioAssay.
FBW7 act – FBW7 E3 ligase activators, primary screen, biochemical, AlphaScreen, human. AlphaScreen FBW7–phospho-cyclin E peptide binding, activator screen. normalized activity (activation), % at 26.1 µM. 650,000 compounds, 0.13% hits; in the data active = normalized activity above about 1.9%;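 also: purified mutant Fbw7 with reduced substrate affinity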
TEAD-YAP block – TEAD-YAP interaction inhibition, primary screen, TEAD-YAP interaction inhibitor project, luminescence, HEK-TIYL cells. 640,000 compounds, 1.4% hits. TEAD-Gal4/YAP UAS-luciferase luminescence. inhibition, % at 9.12 µM. AID 1259422, 2018; in the data active = inhibition above about 32%;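 also: 0% = median of test compound wells and 100% = reference inhibitor wells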
MITF inh – MITF inhibitors, primary screen, biochemical, AlphaScreen, human; Microphthalmia-associated transcription factor (Homo sapiens), O75030; AlphaScreen MITF homodimerization, bead proximity signal; inhibition, % at 2.6 µM; 650,000 compounds, 0.91% hits; AID 1259374, 2018; in the data active = inhibition above about 50%;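 also: 0% = vehicle wells with protein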
Target sequence (O75030 whole entry, looked up): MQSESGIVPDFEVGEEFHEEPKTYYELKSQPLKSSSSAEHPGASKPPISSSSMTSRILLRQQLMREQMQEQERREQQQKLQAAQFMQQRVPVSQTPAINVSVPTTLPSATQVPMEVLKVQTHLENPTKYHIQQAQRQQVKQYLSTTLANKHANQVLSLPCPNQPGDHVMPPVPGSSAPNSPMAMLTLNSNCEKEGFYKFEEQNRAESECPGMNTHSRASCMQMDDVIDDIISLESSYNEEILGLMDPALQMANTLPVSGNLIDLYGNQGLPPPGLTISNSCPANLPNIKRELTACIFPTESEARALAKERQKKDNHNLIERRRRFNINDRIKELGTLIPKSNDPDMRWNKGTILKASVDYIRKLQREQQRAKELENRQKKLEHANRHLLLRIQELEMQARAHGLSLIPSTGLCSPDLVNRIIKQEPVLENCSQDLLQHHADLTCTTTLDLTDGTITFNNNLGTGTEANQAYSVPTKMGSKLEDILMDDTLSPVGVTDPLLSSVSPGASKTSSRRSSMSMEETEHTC
GPR151 ag – activators of human GPR151, primary screen, cell-based, PathHunter beta-arrestin, luminescence; activation, % at 11.2 µM; 650,000 compounds, 1% hits; AID 1508602, 2020; PathHunter beta-arrestin GPR151 cells; G-protein coupled receptor 151 (Homo sapiens), Q8TDV0; in the data active = activation above about 4.9%;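 also: 0% = median of compound wells and 100% = cells with positive control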
Target sequence (Q8TDV0 whole entry, looked up): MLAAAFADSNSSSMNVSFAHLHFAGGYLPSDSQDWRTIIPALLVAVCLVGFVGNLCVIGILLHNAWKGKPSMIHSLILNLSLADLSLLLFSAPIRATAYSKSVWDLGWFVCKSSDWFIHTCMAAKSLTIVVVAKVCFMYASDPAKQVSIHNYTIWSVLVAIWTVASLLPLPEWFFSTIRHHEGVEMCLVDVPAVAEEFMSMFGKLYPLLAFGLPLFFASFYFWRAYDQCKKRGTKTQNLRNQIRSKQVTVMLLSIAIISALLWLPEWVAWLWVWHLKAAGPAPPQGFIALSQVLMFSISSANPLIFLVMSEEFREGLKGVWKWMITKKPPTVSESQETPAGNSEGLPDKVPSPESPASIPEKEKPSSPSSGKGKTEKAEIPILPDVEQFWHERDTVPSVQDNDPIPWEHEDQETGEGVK
* hit, by the source's call; . = not tested or not shown; & = joins results of further samples.

SMILES | FBW7 act | TEAD-YAP block | MITF inh | GPR151 ag
Oc1cccc(C=NCCOCCOCCN=Cc2cccc(O)c2)c1 | -0.1 | -6 | -1 | 0.1
CN(C)c1ccc2c(=O)[nH][nH]c(=O)c2c1 | 1.6 | 7 | -1 | 1.2
COc1ccc2c(c1)OC(C)CN(CCNC(=O)c1cc3cc(F)ccc3[nH]1)C2 (configuration not stated) | -0.1 | -7 | 25 | -1.9
C/C(=N\NC(N)=S)c1ccc(-c2sc([N+](=O)[O-])cc2[N+](=O)[O-])s1 | -0.4 | -4 | -5 | -0.1
COc1ccc(NC(=O)COCc2cc(-c3ccc4c(c3)OCO4)on2)cc1 | 0.1 | 12 | 8 | 0.0
COCC(C)NS(=O)(=O)c1ccc(NC(=O)C(Cc2ccccc2)NC(N)=O)cc1 (configuration not stated) | 1.1 | -1 | 25 | -2.3
COc1ccc(N2CCN(C3CCCN(C(=O)CC4=CCCCC4)C3)CC2)cc1 (configuration not stated) | 0.1 | 5 | 18 | 1.7
CC1(O)C(=O)C=C2C=C(c3ccc(C#N)cc3)OC=C2C1=O (configuration not stated) | 0.0&-0.1 | . | -8&-9 | 2.7&0.8
CCc1nc2sccn2c(=O)c1C(=O)NC1CCCCC1 | 0.6 | 5 | 17 | 0.1
CCOCc1nnc(NC(C)=O)s1 | -0.1 | 0 | 4 | 0.2
CCOc1ccc(CCn2c3c(c(=O)[nH]c2=O)C(C(F)(F)F)(C(F)(F)F)N=C(c2ccc(Cl)cc2)N3)cc1OCC | 0.0 | 9 | 2 | 2.2
O=C(/C=C/c1ccco1)Nc1ccc(C(=O)Nc2nccs2)cc1 | 0.3 | 13 | 7 | 1.0
COc1cc(-c2cn[nH]c2)ccc1NC(=O)[C@@H]1Cc2ccccc2C(=O)N1 | -0.2 | -10 | -1 | -0.3
COc1cc(=O)n2c(c1C(=O)NCc1ccco1)CCN(C(=O)C#Cc1ccccc1)CC2 | -0.1 | -1 | -5 | -0.1
CCN1C(=O)CCc2cc(NC(=O)Nc3ccccc3OC)ccc21 | -0.4 | -50 | -7 | -1.3
CCCn1c(SCC(=O)Nc2ccc(NC(=O)CC)cc2)nnc1C(C)C | 0.2 | -9 | -8 | 2.9
O=C(NNC(=O)c1cccnc1SCc1cccc([N+](=O)[O-])c1)c1cccnc1 | -0.1 | 0 | 2 | -1.4
COc1ccc(Cl)cc1/C=C(/C#N)c1[nH]nc(N)c1C#N | 0.1 | 5 | -5 | 0.9
O=C(c1cc2n(n1)C(C(F)(F)F)CC(c1ccc(Cl)cc1)N2)N1CCN(Cc2ccccc2)CC1 (configuration not stated) | 1.0 | -3 | 13 | 0.5
Cc1ccc(C2C(C#N)=C(SCC(=O)Nc3ccc(C)c(C)c3)NC3=C2C(=O)CCC3)o1 (configuration not stated) | 0.0 | 0 | 9 | 0.5
O=C(CSc1nc2ccccc2n1CC(=O)Nc1ccccc1F)Nc1nccs1 | 0.9 | -10 | 12 | 0.1
O=C1C2C(c3ccccc3)C=CC(c3ccccc3)C2C(=O)N1Cc1ccccc1 (configuration not stated) | -0.1 | -2 | -2 | -0.8
COc1cc(CN2CCCC(O)C2)c([N+](=O)[O-])cc1OC (configuration not stated) | 0.1 | -1 | -15 | -0.8
CCC1(C(=O)OC)NC(c2ccc(O)cc2)C2C(=O)N(c3ccc(C)cc3)C(=O)C21 (configuration not stated) | 0.0 | -5 | 0 | 0.6
COC(=O)C1=C(C)NC(C)=C(C(=O)OC)C1c1cn(-c2ccccc2)nc1-c1ccc(C)cc1 | 1.3 | -9 | 45 | 0.0
COC(CNC(=O)c1ccc2nc3ccccc3c(=O)n2c1)OC | 1.0 | 5 | 10 | -1.1
O=C(NCN1CCCCC1)Nc1ccccc1 | -0.1 | 9 | 9 | -0.6
CCN(CC)c1nc(C#N)cc(-c2ccccc2)n1 | 0.2 | 1 | -6 | 1.1
O=C(NC1CCCCC1)N1CCC(n2c(=O)[nH]c3ccccc32)CC1 | 0.0 | -2 | -2 | 1.6
Cc1[nH]c2ccccc2c1C(c1ccc(Br)cc1)c1c(C)[nH]c2ccccc12 | 0.3 | 8 | 6 | -0.2
Cc1ccccc1-c1nc(C#N)c(NCCN2CCOCC2)o1 | 0.0 | -3 | -7 | -0.9
O=C(CCCCCCC(=O)NCc1ccccc1)NCc1ccccc1 | -0.1 | -2 | -12 | 1.1
COc1ccc(-c2ccc(N3CCC(C(=O)Nc4ccc5c(c4)OCCO5)CC3)nn2)cc1 | -0.1 | -12 | 10 | 1.1
O=C1C2CC=CCC2C(=O)N1c1ccccc1O (configuration not stated) | 0.5 | -6 | 0 | -0.4
CC(C)(C)c1csc2ncc(C(=O)Nc3cccc(Oc4ccccc4)c3)c(=O)n12 | -0.3 | 2 | 7 | 0.0
Cc1ccc(-c2n[nH]c3c2C(c2ccccc2F)N(c2ccccc2)C3=O)cc1 (configuration not stated) | -0.1 | 48* | 4 | 1.7
CCNc1cc(NCCNC(=O)COc2ccccc2)nc(C)n1 | 0.1 | 3 | 7 | 2.6
COc1ccccc1C1CC(=O)N2CN(c3ccccc3)CSC2=C1C#N (configuration not stated) | -0.2 | -5 | 0 | 1.2
Cc1cccc(N2CCN(C(=O)c3ccc(N4CC5CC(C4)c4cccc(=O)n4C5)c(NC(=O)c4c(F)cccc4F)c3)CC2C)c1 (configuration not stated) | 0.1 | 1 | 8 | -0.8
O=S(=O)(C[n+]1sc(N(c2ccccc2)c2ccccc2)nc1-c1ccccc1)c1ccccc1 | -0.1 | 4 | -9 | -0.1
Cc1ccc(Cn2c(SCC(=O)O)nc3c2c(=O)[nH]c(=O)n3C)cc1 | 0.1 | 2 | -8 | -0.2
O=C(CSc1nnc(-c2ccncc2)n1CCc1ccccc1)N1CCCC1 | 0.1 | -11 | -2 | -0.5
COc1ccc(C2C(C#N)=C(N)Oc3n[nH]c(C)c32)c2c(OC)cccc12 (configuration not stated) | -0.3 | 1 | 6 | 0.9
CC1CCc2c(sc3ncnc(N4CCCC4)c23)C1 (configuration not stated) | 0.0 | -2 | 0 | -0.5
O=C(CNc1cccc([N+](=O)[O-])c1)c1ccc(Cl)cc1 | -0.3 | -5 | 1 | 0.2
CC(/C=N/NC(=O)c1ccco1)=C\c1ccccc1 | 0.0 | 0 | -4 | -2.7
CCOC(=O)c1ccc(NC(=O)CSc2cn(Cc3ccccc3Cl)c3ccccc23)cc1 | -0.1 | 2 | 7 | 3.0
O=C(NCCS(=O)(=O)N1CCN(CCc2ccccc2)CC1)c1cccc(F)c1 | -0.2 | 0 | -6 | 0.6
Cc1ccoc1C(=O)NCCNc1ccc(Cl)cc1[N+](=O)[O-] | -0.3 | -17 | 7 | 0.4
CS(=O)(=O)N(CC(=O)NCC1CCCO1)c1cc(C(F)(F)F)ccc1Cl (configuration not stated) | 0.0 | 6 | 2 | 0.8
(list continues)
SMILES | FBW7 act | TEAD-YAP block | MITF inh | GPR151 ag
CC(=O)Nc1nnc(SCc2cc(=O)c(OC(=O)c3cccc(Cl)c3)co2)s1 | -0.1 | 6 | 13 | 0.1
O=S(Cc1cc(Cl)nc(-c2ccccc2)n1)c1ccccc1 (configuration not stated) | 0.1 | -5 | 8 | -1.1
Cc1nc(/N=C(\N)NC(=O)c2ccccc2N)nc2ccccc12 | 0.5&0.0 | -23&-10 | 22&-9 | -1.4&-0.1
CC1(C)Cc2c(sc3nc(SCC(=O)O)n(-c4ccccc4)c(=O)c23)CO1 | 0.5 | -3 | -1 | 0.3
O=C(NCc1ccc(Cl)c(Cl)c1)c1cccs1 | 0.2 | -4 | -13 | 1.7
CC(C)c1ccc(NC(=O)C(=O)NCCCN2CCOCC2)cc1 | -0.2 | -2 | -5 | -0.3
CCC(C)N1C(=O)S/C(=C/c2ccc(OCC(=O)OC)c(OC)c2)C1=O (configuration not stated) | -0.2 | 4 | -3 | 0.6
O=S(=O)(NC(c1ccccc1)c1ccccc1)c1cccc2nonc12 | 0.3 | -5 | 25 | -1.4
CCSCCOC(=O)C1=C(C)NC2=C(C(=O)CC(c3ccc(Cl)cc3)C2)C1c1cccc(Cl)c1 (configuration not stated) | 1.7 | 6 | 8 | -1.4
CCCCCC1CCN2c3c1cc(C(=O)O)cc3C1C=CCC1C2c1ccc(Br)cc1 (configuration not stated) | 0.0 | 0 | 36 | -1.5
COC(=O)c1ccc(OCC(=O)Nc2nc3c(s2)CCCC3)cc1 | 0.2 | 8 | 6 | -1.1
Cc1cc(C)c(S(=O)(=O)N2CCC(C(=O)NC(C)C)CC2)c(C)c1 | 0.2 | 8 | 9 | -0.7
Cc1cc(C(=O)N2N=C(C3CC3)CC2(O)C(F)(F)F)ccc1[N+](=O)[O-] (configuration not stated) | -0.1 | -16 | -6 | -3.7
O=C(NC1CCCC1)c1cccn2c(=O)c3c4c(sc3nc12)CCCC4 | -0.1 | -3 | -3 | 0.1
CCc1ccc(-n2c(SCc3cccc(Br)c3)nc3[nH]ncc3c2=O)cc1 | -0.2 | 2 | 8 | 1.9
CCc1ccc(C(=O)c2ccccc2C(=O)O)s1 | -0.1 | 4 | -6 | 0.9
COC(=O)c1cccc(Cn2cc([N+](=O)[O-])cn2)c1 | 0.1 | -7 | -3 | -0.5
N#Cc1ccccc1NC(=O)COc1ccccc1 | 0.6 | -24 | 0 | 1.6
Nc1ccc(C(=O)NNC(=O)c2ccc(Cl)cc2)cc1 | -0.1 | 1 | 0 | -0.7
CCOC(=O)N1CCN(C(=O)c2cccn3c(=O)c4cc(Cl)ccc4nc23)CC1 | 0.0 | 1 | 4 | -0.2
Cc1nc(N/N=C/c2ccc(O)cc2O)cc(N2CCCCC2)n1 | -0.6 | 28 | 23 | -0.3
CC(C)CCNC(=O)COc1ccc2c(c1)C(=O)CC2 | 0.1 | -9 | 5 | 1.4
COc1ccc(S(=O)(=O)NCC(c2ccc3c(c2)CCCN3C)N(C)C)cc1 (configuration not stated) | -0.1 | 7 | -2 | 2.3
Cc1ccc(C)c(C(=O)COC(=O)c2ccccc2Nc2ccccc2)c1 | 0.5 | 5 | -6 | -0.2
CCN1CC(CN(C)Cc2nc(-c3ccccn3)no2)CC1=O (configuration not stated) | 0.1 | -2 | 9 | 1.2
CC(C)c1ccc(/C=N/NS(=O)(=O)c2ccccc2)cc1 | 0.0 | -2 | -7 | 0.1
O=C(NC1CCN(Cc2ccccc2)CC1)c1cccc(NCc2cccnc2)n1 | 0.0 | 5 | 3 | 0.1
Cc1cc(NCc2ccco2)nc(N2CCC(C(=O)NC(C)C)CC2)n1 | 0.7 | 0 | 3 | -1.2
N#CCCN1CCN(C(=S)c2ccc(-c3ccccc3[N+](=O)[O-])o2)CC1 | -1.0 | -18 | 17 | 1.4
C=CCn1c(=NC(=O)CC)sc2cc(OC)ccc21 | 0.0 | 1 | 3 | 1.3
CCc1nc(SCc2ccccc2)c(C#N)c2c1CCCC2 | 0.1 | -11 | -1 | -1.1
CC1(c2ccccc2Br)NC(=O)N(CC(=O)NC2CCCCC2)C1=O (configuration not stated) | 0.1 | -5 | -6 | 0.4
CC(C)n1cnc2c(NCCc3ccc(O)cc3)nc(N3CCN(Cc4ccc5c(c4)OCO5)CC3)nc21 | 0.0 | 2 | 19 | -1.3
O=C(Nc1cc(-c2ccncc2)cc2cccnc12)C1COc2ccccc2O1 (configuration not stated) | 0.2 | -5 | 17 | 0.2
CCCc1cc(=O)[nH]c(SCC(=O)Nc2cccc(C(F)(F)F)c2)n1 | -0.2 | 19 | -2 | 2.0

14 entries from above, comma-delimited:
SMILES,FBW7 act,TEAD-YAP block,MITF inh,GPR151 ag
Nc1ccc(C(=O)NNC(=O)c2ccc(Cl)cc2)cc1,-0.1,1,0,-0.7
CCOC(=O)N1CCN(C(=O)c2cccn3c(=O)c4cc(Cl)ccc4nc23)CC1,0.0,1,4,-0.2
Cc1nc(N/N=C/c2ccc(O)cc2O)cc(N2CCCCC2)n1,-0.6,28,23,-0.3
CC(C)CCNC(=O)COc1ccc2c(c1)C(=O)CC2,0.1,-9,5,1.4
COc1ccc(S(=O)(=O)NCC(c2ccc3c(c2)CCCN3C)N(C)C)cc1 (configuration not stated),-0.1,7,-2,2.3
Cc1ccc(C)c(C(=O)COC(=O)c2ccccc2Nc2ccccc2)c1,0.5,5,-6,-0.2
CCN1CC(CN(C)Cc2nc(-c3ccccn3)no2)CC1=O (configuration not stated),0.1,-2,9,1.2
CC(C)c1ccc(/C=N/NS(=O)(=O)c2ccccc2)cc1,0.0,-2,-7,0.1
O=C(NC1CCN(Cc2ccccc2)CC1)c1cccc(NCc2cccnc2)n1,0.0,5,3,0.1
Cc1cc(NCc2ccco2)nc(N2CCC(C(=O)NC(C)C)CC2)n1,0.7,0,3,-1.2
N#CCCN1CCN(C(=S)c2ccc(-c3ccccc3[N+](=O)[O-])o2)CC1,-1.0,-18,17,1.4
C=CCn1c(=NC(=O)CC)sc2cc(OC)ccc21,0.0,1,3,1.3
CCc1nc(SCc2ccccc2)c(C#N)c2c1CCCC2,0.1,-11,-1,-1.1
CC1(c2ccccc2Br)NC(=O)N(CC(=O)NC2CCCCC2)C1=O (configuration not stated),0.1,-5,-6,0.4
